# Screening data as filed in PubChem BioAssay.
# TSHR antag = human thyrotropin receptor antagonism | P16473 | TSHR-expressing cells, TSH-stimulated cAMP HTRF, 2 h; active compounds read low | activity change, negative = inhibition, % at 11.5 µM | 330,000 compounds, 0.2% hits;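 active means activity change below a set negative limit, meaning inhibition stronger than a set level, cut at about -70% in these data; inconclusive means activity change between two set negative limits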; further: on the % scale 0 is the no-effect control and ±100 the full control effect
#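 TSHR-expressing cells, 200/well, pre-treated with compound, then stimulated with EC80 TSH (4nM final) for 2 hours at 37 deg C. cAMP measured by competitive HTRF: anti-cAMP cryptate antibody in lysis buffer plus cAMP-d2, read after 30 minutes at room temperature.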
# Tb PFK inh = blocks T. brucei phosphofructokinase | O15648 | T. brucei PFK, ADP-Glo luminescence | Potency, µM (highest dose often 57.5 µM), for inactives: at the top dose activity, negative = inhibition, usual class: inhibitors | 330,000 compounds, 0.17% hits | AID 485367;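 further: potency means the concentration at half of the fitted maximal effect; 0% = uninhibited 1x PFK enzyme wells and -100% = no-enzyme wells; nearly all actives have a fitted effect of over 60% in size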
#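 Luminescent ADP detection (ADP-Glo, two-step: ATP depletion then ADP-to-ATP conversion for luciferase) reported PFK activity after 45 min room-temperature reaction of 1.25 nM enzyme with 0.5 mM F6P and 0.1 mM ATP at pH 8.0.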
# Giardia kill = Giardia lamblia killing | Giardia lamblia trophozoite viability | activity change, % at 7.66 µM, hits read low | 340,000 compounds, 0.15% hits | AID 540267; in the data active means activity change below about -80%; inconclusive means between about -30% and that limit;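 further: parasites exposed to compound for two days anaerobically before the ATP read; on the % scale 0 is the no-effect control and ±100 the full control effect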
#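 Trophozoites 100 cells/well + cpd; 48 hrs, 37 deg C, anaerobic. ATPLite 1-Step added, 15-30 min RT, luminescence read (ATP-based viability).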
# Coupling enz = inhibits coupling enzyme system, counter-screen for aldolase hits. coupling enzyme system counterscreen, AmpLite Red fluorescence. activity change, negative = inhibition, % at 58.2 µM, hits read low. 290,000 compounds, 0.67% hits; in the data active means activity change below about -30%; further: on the % scale 0 is the no-effect control and ±100 the full control effect
#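 Activity here indicates interference with the coupling reaction, not aldolase inhibition. Compounds at 57.5 uM final met coupling enzymes for 10 min at RT; substrate and AmpLite Red detection followed, with a 525/598 nm fluorescence read after 20 min.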
# TCR activator = T cell receptor activation. AID 504894. primary human leukocytes, anti-CD3, IL-2 HTRF, 48 h. Potency, µM (series often up to 9.22 µM), inactives show top-dose activation of IL-2 secretion, actives largely listed as activators. 330,000 tested, under 10 active; further: % of control where 0% means no effect
#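 48 hr co-incubation of compounds, a-CD3 beads and primary human leukocytes; IL-2 quantified homogeneously by HTRF with anti-IL-2 K and d2 conjugates.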
# GALK inhibitor = blocks human galactokinase activity; Purified GALK, Kinase-Glo residual ATP luminescence; Potency, µM (doses to about 57.5 µM), inactives show at the highest dose activity change, negative = inhibition, usual class: inhibitors; 270,000 compounds, 0.007% hits; AID 1868; further: potency means the concentration at half of the fitted maximal effect; on the % scale 0 is the no-effect control and ±100 the full control effect
#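 Galactose (100 uM) and ATP (35 uM) were turned over by 5 nM GALK for 1 h at RT. Kinase-Glo Plus then converted the remaining ATP into a luminescent signal.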
# CXXC DNA block = blocks binding of human MLL CXXC domain to DNA; Potency, µM (titrated, usually from 115 µM), without a hit: top-dose activity change, negative = inhibition, hits mostly inhibitors; AID 2662; MLL-CXXC / FITC-HOXA9 DNA fluorescence polarization; 290,000 compounds, 0.037% hits; active means well fitted inhibition curve with a large enough effect in the polarisation, with a control signal flat, not every such curve was filed as active; inconclusive means small, poorly fitted or top-dose-only effect, or effect the other way, or a change in a side signal; inactive means no such curve, though single readings can be large or run the other way; the % refers to the polarisation; further: potency means the concentration at half of the fitted maximal effect
#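 Purified MLL-CXXC (added from a 7 uM solution) was preincubated 5 min at ambient with pinned compounds in 50 mM Tris-HCl pH 7.5, 50 mM NaCl, 1 mM DTT, 0.05% BSA. Fluorescein-labeled HOX-A9 DNA (50 nM solution) followed, 30 min, then polarization read.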
# Chronic BCR inh = inhibitors of chronic active B-cell receptor signaling. AID 493014. Potency, µM (doses to about 46.1 µM), for inactives: top-dose ratio change, negative = lower green/red ratio, hits mostly inhibitors. ABC-DLBCL IkBa-CBG/CBR reporter, luminescence ratio, 4 h. 340,000 compounds, 0.05% hits; active means well fitted inhibition curve with a large enough effect in the signal ratio, with a control signal flat, not every such curve was filed as active; inconclusive means small, poorly fitted or top-dose-only effect, or effect the other way, or a change in a side signal; the % refers to the signal ratio;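 further: potency means the concentration at half of the fitted maximal effect; plate controls were basal doxycycline-induced cells for no effect and cells given 10 µM MG132 for full effect; MG132 reads +100%, hits lower the ratio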
#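 TMD8 human ABC-DLBCL cells with doxycycline-inducible IκBα–green luciferase fusion and unfused red luciferase, in 0.5% FBS medium; compounds up to 46 uM, 4 h at 37C. Green/red luminescence ratio, filter-overlap corrected, fitted to concentration-response curves.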
# KCNH2 WT inh = inhibitors of human wildtype KCNH2 potassium channel; Q12809; U2OS, BacMam KCNH2, thallium flux FluxOr; active compounds read low; activity change, % at 1.84 µM; 340,000 compounds, 0.37% hits;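 active means maximum activity change below -70%; inconclusive means maximum activity change between -70% and -50%; inactive means maximum activity change above -50%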; further: on the % scale 0 is the no-effect control and ±100 the full control effect
#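 U2OS cells transduced with wild-type KCNH2 virus are loaded with FluxOr dye for 45 min, and thallium flux is measured in kinetic reads before and after stimulation buffer. Rate constants are normalized to DMSO controls.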
# AT treatment = potential ataxia-telangiectasia treatment | […] A-T fibroblasts, KAP-1 phosphorylation AlphaLISA; neocarzinostatin DNA damage 30 min before lysis | AID 485349 | 320,000 compounds, 0.19% hits | Potency, µM (series often up to 57.5 µM), for inactives: at the top dose activation, hits mostly activators; further: potency means the concentration at half of the fitted maximal effect; % of control where 0% means no effect; nearly all actives have a fitted effect of over 45% in size
#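 hTERT-immortalized A-T patient fibroblasts ([…]), 500 cells/well in OPTI-MEM, 1% FBS, got compounds for 60 min, then NCS for 30 min at 37C. Lysates were then assayed for phospho-KAP-1 by AlphaLISA (anti-pKAP1 donor, anti-KAP1 acceptor beads), 6 hr at 25C.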
# * marks the source's active call; other numbers are inactive results; u = inconclusive; x = no result given; [ ] = another dose, or the depositor's remark. Unless noted, the call rests on the fitted dose curve; in most records, active means well fitted curve in the direction sought with a large enough effect; inconclusive means small, poorly fitted or top-dose-only effect, or another doubt; inactive means no such curve, though single readings can be large; an effect the other way counts as inactive or inconclusive.
# Order of values: TSHR antag, Tb PFK inh, Giardia kill, Coupling enz, TCR activator, GALK inhibitor, CXXC DNA block, Chronic BCR inh, KCNH2 WT inh, AT treatment
CC1CCN(c2ccc(NC(=O)c3ccc([N+](=O)[O-])o3)cc2)CC1
  -13, -2%, u, x, -1%, x, x, -17%, 8, 3%
Cc1ccc(C(=O)CNc2ccc(Cl)cc2)cc1
  3, -9%, 25, 1, -1%, -2%, 9%, u, 13, -7%
CCOCCn1ccc2c(OCC(=O)Nc3cc(OC)ccc3OC)cccc2c1=O
  -27, 11%, 11, x, x, x, x, 1%, -1, 12%
Cn1ccnc1-c1ccc(-c2nccn2C)cc1
  -7, -2%, -7, 3, 0%, 0%, -16%, 0%, -22, 3%
CCC1CCCCN1C(=O)Nc1ccc(F)cc1 (configuration not stated)
  30, -7%, -2, -4, x, 0%, 4%, 2%, 18, x
CCCc1cc(=O)[nH]c(SCC(=O)C(C)(C)C)n1
  -1, 0%, 1, -5, 2%, 2%, 22%, -11%, 0, 2%
Cc1cccc(NC(=O)c2cccc(S(=O)(=O)N(C)c3ccccc3)c2)n1
  -3, 1%, 13, x, -10%, x, x, 0%, 11, 9%
CN(Cc1ccccc1)C(=O)c1ccc(NC(=O)Cc2cccc(NC(=O)C3CCN(C(=O)C4CCCC4)CC3)c2)cc1
  -11, 4%, -19, x, 3%, x, x, 0%, 7, -3%
Cc1nc(COC(=O)c2ccc(CO)cc2)cs1
  -3, -1%, 14, 4, 0%, -1%, 4%, -2%, -12, 1%
COc1ccc(C)cc1Nc1n[n+](-c2ccccc2)c(-c2cc([N+](=O)[O-])cc(OC)c2O)s1
  7, 1%, 1, -10, -3%, x, u, 1%, -16, -6%
CCCCN(CCCC)Cc1cc2ccccc2c2c1COC2
  17, -3%, 5, -8, 1%, 1%, -8%, 25%, 8, 5%
CC1CC(OCC(O)CN2CCCCC2C)CC(C)(C)C1 (configuration not stated)
  -4, -7%, 5, 1, -3%, 6%, -4%, u, 2, -11%
Cc1csc(=NC(=O)c2ccccc2)n1CCO
  0, 1%, 5, -2, 0%, -2%, 5%, 19%, -2, 1%
O=C(/C=C/c1ccco1)Nc1ccc(Cl)c(S(=O)(=O)N2CCOCC2)c1
  -15, 0%, 13, -2, -5%, -1%, -10%, u, 5, -12%
CCOc1ccc(C(=O)OCC(=O)NCc2ccccc2)cc1OCC
  -2, -4%, -18, x, -4%, x, x, -4%, -13, 6%
CC(=O)c1ccc(Oc2ncnc(N)c2[N+](=O)[O-])cc1
  -1, -5%, 11, 3, 2%, 2%, 18%, u, -24, 6%
CC[C@]12c3[nH]c4ccccc4c3CCN1C(=O)C(CC(=O)NCCN1CCOCC1)C[C@@H]2C(=O)N1CCN(C(=O)c2ccco2)CC1 (some centres not stated)
  3, -4%, -8, x, 2%, x, x, 5%, 10, 0%
COc1ccccc1-n1c(SCC(=O)Nc2nnc(C)s2)nc2c(c1=O)SCC2
  3, 5%, -2, 1, -7%[46.1 µM], 0%, 13%, 1%, -30, -4%
Cc1ccc(NC2=NC(C(=O)Nc3ccc(C)c(C)c3)CC(=O)N2)cc1 (configuration not stated)
  8, -4%, -4, 0, -3%, 1%, 1%, 0%, -4, 0%
Cc1ccc(N2C(=O)C3C(C(=O)c4ccccc4)=NN(c4ccccc4)C3C2=O)cc1 (configuration not stated)
  7, -4%, -22, -1, -1%[46.1 µM], 2%, u, -5%, -24, 2%

# Record cards (already shown). Values in the order: TSHR antag | Tb PFK inh | Giardia kill | Coupling enz | TCR activator | GALK inhibitor | CXXC DNA block | Chronic BCR inh | KCNH2 WT inh | AT treatment
# Profile of `O=C(/C=C/c1ccco1)Nc1ccc(Cl)c(S(=O)(=O)N2CCOCC2)c1` = -15 | 0% | 13 | -2 | -5% | -1% | -10% | u | 5 | -12%
# Profile of `Cn1ccnc1-c1ccc(-c2nccn2C)cc1` = -7 | -2% | -7 | 3 | 0% | 0% | -16% | 0% | -22 | 3%
# Profile of `Cc1nc(COC(=O)c2ccc(CO)cc2)cs1` = -3 | -1% | 14 | 4 | 0% | -1% | 4% | -2% | -12 | 1%

# Continued:
# Order of values: TSHR antag, Tb PFK inh, Giardia kill, Coupling enz, TCR activator, GALK inhibitor, CXXC DNA block, Chronic BCR inh, KCNH2 WT inh, AT treatment
CC(C)(C)c1cc(C(=O)NNS(=O)(=O)c2ccccc2)n[nH]1
  2, -1%, -6, 3, -1%, 1%, 10%, u, -3, -6%
C(=C\c1ccco1)/C1=NN(c2ccccc2)C(c2ccco2)C1 (configuration not stated)
  -16, -7%, 0, -1, 9%[46.1 µM], 1%, 28%, 1%, 1, 32µM*
O=C(CCNS(=O)(=O)c1ccccc1F)NCc1ccc2c(c1)OCO2
  -6, 0%, 28, 1, -3%, -2%, -2%, 2%, -7, 3%
COc1ccccc1NC(=O)C/C(C)=N/NC(=O)COc1c(Br)cc(Br)cc1OC
  17, -4%, 18, 0, -1%, 0%, 25%, u, -15, 1%
C=CCn1c(SCC(=O)N(C)C)nc2sc3c(c2c1=O)CCC3
  0, 0%, 4, 4, -1%, 8%, 8%, -4%, 22, 3%
Cc1ccc(-c2ccc(=O)n(Cc3ccc(F)cc3)n2)cc1
  -3, -6%, -6, 0, 14%, x, -9%, u, 7, 20%
O=C(NCCc1c[nH]c2ccccc12)C1CCN(S(=O)(=O)c2ccc(F)cc2)CC1
  3, 7%, -26, 1, -20%, 2%, 7%, -2%, 11, -1%
COC(=O)C1=CN(Cc2ccc(OC)c(OC)c2)C=C(C(=O)OC)C1c1ccccc1F
  -5, -2%, -23, -1, 11%, 6%, -7%, -12%, 6, 15%
O=C(Nc1ccc(Cl)cn1)c1ccc2[nH]c(=O)c(=O)[nH]c2c1
  -9, -2%, -8, 1, -4%, -7%, 35%[activator], 0%, 2, 8%
CCN(CC)C(=O)CSc1nnc(-c2ccco2)n1N
  0, 1%, -2, 4, -6%, 2%, -2%, -4%, -1, -3%
CCSC1=NN2CCS(=O)(=O)N=C2S1
  11, 2%, -5, 1, 4%, 2%, -7%, -1%, -1, 6%
CN=C1S/C(=C\c2ccc(SC)cc2)C(=O)N1C
  -9, 1%, -16, -7, -2%, 6%, 40%[activator], u, 9, -6%
CCN1CCN(C(=O)C(C)Nc2ccc(OC)cc2OC)CC1 (configuration not stated)
  9, -4%, -6, -10, 1%, -4%, 2%, 3%, -10, -14%
Cc1nc(-c2ccccc2Cl)sc1C(=O)/C=C/N(C)C
  -4, 2%, -15, 0, 1%, -2%, 19%, u, -4, 1%
COc1cc(Cl)c(C)cc1NC(=O)c1ccc2c(SCC(=O)O)c3c(nc2c1)CCCC3
  -22, 3%, 19, 12, 6%, 1%, 0%, 5%, -3, -6%
COc1ccc(NC(=O)CN(C)CC(=O)Nc2ccc(Cl)cc2F)cc1
  -5, -6%, -3, -3, -3%, 5%, 13%, -3%, -6, 2%
Cn1cnc([N+](=O)[O-])c1Sc1n[nH]c(N)n1
  3, 4%, 10, -3, -3%, 3%, -1%, -5%, -5, 7%
COc1ccc(CNC(=O)COC(=O)C2CC2C)cc1OC (configuration not stated)
  -2, -1%, -7, x, 1%, x, x, -4%, -4, 20%
Cc1ccccc1NC(=O)CN1C(=S)NC(C)(C)CC1C (configuration not stated)
  -7, 0%, 11, 1, 3%, 0%, 3%, 4%, -5, 8%
O=C(COC(=O)c1ccccc1O)NC(=O)NCc1ccccc1
  1, -5%, 6, x, 8%, x, x, 3%, 1, 6%
Cn1c(=O)c2cc(S(=O)(=O)Nc3cccc(F)c3)ccc2n(C)c1=O
  3, 1%, -1, 4, -2%, 3%, 2%, u, 1, x
Cc1c(C)c2ccc(OCC(=O)N[C@@H](Cc3ccccc3)C(=O)O)cc2oc1=O
  20, 1%, 25, 3, 4%, x, 9%, 14%, -6, -7%
COc1cccc(-c2nnn(CC(=O)NC3CCCC3)n2)c1OC
  0, -5%, 3, -1, -4%, 15%, 1%, 5%, 5, -3%
Cn1c(N)c(C(=O)COC(=O)Cc2c(F)cccc2Cl)c(=O)n(C)c1=O
  x, 0%, -1, x, -2%, x, x, 5%, -3, -5%
CCCn1c(N)c(N(CCOC)C(=O)c2cc3ccccc3cc2OC)c(=O)[nH]c1=O
  -1, 5%, 6, x, 5%, x, x, 9%, -13, -5%
NC(N)=Nc1nc2ccc(Br)cc2c(=O)[nH]1
  4, 3%, 3, 2, -6%, -1%, 20%, u, -7, -3%

# 3 entries already listed, ordered by the value under GALK inhibitor, ascending:
SMILES | GALK inhibitor
NC(N)=Nc1nc2ccc(Br)cc2c(=O)[nH]1 | -1%
Cn1c(=O)c2cc(S(=O)(=O)Nc3cccc(F)c3)ccc2n(C)c1=O | 3%
COc1cccc(-c2nnn(CC(=O)NC3CCCC3)n2)c1OC | 15%

# Rows are unselected; any-hit rate near 1.6%.
